# RAD52 anneal inh: blocks human RAD52 DNA annealing. 360,000 compounds, 0.46% hits. AID 651710. inhibition, % at 18.7 µM. recombinant RAD52 DNA annealing, FRET fluorescence. P43351;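 active means every replicate showing at least 50% inhibition; inconclusive means mean inhibition at least 50% but not in every replicate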
# EWS-Fli inh: blocks EWS/Fli oncoprotein-driven transcription; A673 NR0B1-luciferase reporter, viability-normalised; inhibition, % at 12.6 µM; 350,000 compounds, 0.67% hits;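 active means mean inhibition of at least 50% after viability correction, with every replicate also passing that limit; inconclusive means mean reaches 50% but only one of two replicates passes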;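 further: firefly luciferase signal divided by Alamar Blue viability fluorescence both relative to DMSO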
# Xi reactivation: activators of X-chromosome reactivation in mouse fibroblasts. XiGFP mouse fibroblasts, % GFP-positive cells imaging, 3 d; cells co-treated with 5-aza-dC sensitizer; scaled so ellipticine positive control = 100%. AID 743238. activation, % at 7.58 µM. 360,000 compounds, 0.055% hits;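 active means mean normalized replicate activation at least 10% and every replicate at or above 10%; inconclusive means only one of the two criteria met; inactive means mean below 10% and not all replicates reach 10%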;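 further: 0% = median of on-plate neutral control wells and 100% = ellipticine 6 µM median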
#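 Material: XiGFP fibroblasts, SV40-immortalized; Buffer or medium: DMEM containing 5-aza-dC; Compound dosing: single point; Times: 3 days compound exposure.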
# S100A4 inh HTS: inhibitors of human S100A4 binding to myosin IIA peptide; S100A4/TAMRA-MyoIIA peptide fluorescence polarization; inhibition, % at 10.7 µM; P26447; 360,000 compounds, 0.14% hits;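 active means mean inhibition of at least 70% across replicates, with every replicate also reaching that level; inconclusive means mean inhibition reaches 70% but some replicates fall short; inactive means mean inhibition below 70%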
# Target sequence (P26447 whole entry, looked up): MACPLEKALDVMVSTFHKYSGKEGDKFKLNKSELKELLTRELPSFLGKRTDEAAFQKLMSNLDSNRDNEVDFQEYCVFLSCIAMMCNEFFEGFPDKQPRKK
#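 System – human S100A4 monomer protein, biochemical binding assay · Buffer or medium – Calcium-containing HEPES buffer, pH 7.2 · Timing – 5 min between mix addition and reading · Also added – TAMRA-labelled myosin IIA heavy-chain peptide probe, 5 nM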
# FN deposit inh: fibronectin deposition inhibition; 350,000 compounds, 0.086% hits; inhibition, % at 12.6 µM; AH1F fibroblasts, Alexa488-fibronectin deposition fluorescence, overnight;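 active means mean inhibition across replicates of 30% or more, regardless of how many single replicates reach that level; inconclusive means mean under 30% yet at least half of replicates reach 30%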;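 further: positive control wells lacked labelled fibronectin entirely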
#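 Material – AH1F fibroblast monolayer, labelled fibronectin deposition · Reagent – labelled fibronectin 24 nM · Timing – 1 h adhesion, overnight exposure · Measured by – fluorescence at 485 nm excitation, 525 nm emission · Read-out – inhibition of fibronectin deposition signal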
# E-selectin induc: E-selectin induction on HUVECs; P16581; HUVEC E-selectin immunofluorescence imaging; normalized: neutral wells 0, TNF-alpha wells 100; activation, % at 7.58 µM; 260,000 compounds, 0.37% hits;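 active means mean E-selectin-positive cell signal at least 10% of the positive control, reached in at least 60% of replicates, without over 20% cell loss; inconclusive means no rule given, readout overlaps actives, possibly toxicity-flagged; inactive means the rest, including those meeting only one limit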;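 further: in these data hits start at about 27%; measured in HUVEC primary endothelial cells; signal is the percent of cells scored E-selectin positive by PE staining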
# Target sequence (P16581 whole entry, looked up): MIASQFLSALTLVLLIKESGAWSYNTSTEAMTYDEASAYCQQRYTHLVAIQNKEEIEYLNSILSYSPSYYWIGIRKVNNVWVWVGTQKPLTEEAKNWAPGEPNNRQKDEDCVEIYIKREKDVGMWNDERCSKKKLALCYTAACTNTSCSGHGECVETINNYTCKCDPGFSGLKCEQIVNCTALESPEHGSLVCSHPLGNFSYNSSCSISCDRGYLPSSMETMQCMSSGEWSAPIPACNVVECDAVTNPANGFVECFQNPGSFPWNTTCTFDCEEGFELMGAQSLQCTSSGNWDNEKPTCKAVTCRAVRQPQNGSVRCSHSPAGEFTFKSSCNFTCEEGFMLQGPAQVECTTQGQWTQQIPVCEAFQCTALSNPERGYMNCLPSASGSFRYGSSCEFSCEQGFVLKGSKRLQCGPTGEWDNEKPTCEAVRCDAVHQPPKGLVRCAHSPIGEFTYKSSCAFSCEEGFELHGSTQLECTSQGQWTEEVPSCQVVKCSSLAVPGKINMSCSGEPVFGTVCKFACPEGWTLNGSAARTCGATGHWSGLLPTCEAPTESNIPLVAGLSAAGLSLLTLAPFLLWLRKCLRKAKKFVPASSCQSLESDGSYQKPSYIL
#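 assay system = HUVEC, human umbilical vein endothelial cells | input = 3,000 HUVEC seeded per well | medium = EGM-2 growth medium on 0.1% gelatin-coated wells | dosing = one compound dose added by pin transfer | signal = immunofluorescence imaging | read-out basis = % PE-positive cells | control set = TNF-alpha, DMSO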
# RAD54 branch: inhibitors of human RAD54 branch migration; Q92698; RAD54 Holliday junction branch migration, FAM/BHQ fluorescence; inhibition, % at 10.4 µM; 360,000 compounds, 0.14% hits; AID 602329;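 active means mean normalized replicate activity at least 40 and at least half of replicates scoring 40 or more; inconclusive means only one of the two criteria met; inactive means mean below 40 and under half of replicates reaching 40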;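 further: 0% = median of neutral control wells and 100% = median of positive control wells; inhibitors cause a drop in the FAM fluorescence signal; in these data hits start at about 50%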
# esBAF inh: inhibitors of esBAF chromatin remodeling in mouse ES cells | Bmi1-luciferase knock-in reporter, 24 h; 100% = twice the neutral-well signal | reporter increase, % at 12.5 µM | 350,000 compounds, 2% hits; in the data active means activation above about 40%; inconclusive means no clear call, values can overlap the other calls;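 further: 0% = median of the plate's neutral control wells and 100% = double that signal; a rise in the Bmi1 reporter signal indicates esBAF inhibition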
# Starred values were filed as active, the others as inactive; u = inconclusive; x = no result given.
# Results follow in this order: RAD52 anneal inh, EWS-Fli inh, Xi reactivation, S100A4 inh HTS, FN deposit inh, E-selectin induc, RAD54 branch, esBAF inh
> O=C(COc1ccc(Br)cc1Br)NC1CCCC1
  -4, -45, -0.1, -4, -1, -1.2, x, x
> COc1ccc(NC(=O)COC(=O)c2ccc(-n3cnnn3)cc2)c([N+](=O)[O-])c1
  -9, -4, -0.1, 9, 11, 0.4, 3, 0
> Cc1nc2nc(-c3cccs3)[nH]c2cc1Br
  -6, -115, 0.0, -3, 5, 6.1, 5, 27
> COC(=O)CCNc1ccc2c(c1)OCCO2
  -28, x, x, -1, x, x, -8, -52
> CC(C)N(CC#CCC(O)(c1ccccc1)C1CCCC1)CCO (configuration not stated)
  -11, -11, 0.0, 1, 2, -0.5, x, x
> OC(CCN1CCC2CCC(C2)C1)c1ccc(Br)cc1 (configuration not stated)
  -14, 4, 0.0, -2, x, -0.2, -1, -13
> CCC(Oc1ccccc1)C(=O)Nc1ccc(S(=O)(=O)Nc2cc(C)on2)cc1 (configuration not stated)
  -10, -6, 0.0, -1, 8, x, -4, x
> CCOC(=O)N(C)c1c(CC)nc2c(OCc3cc(Cl)cc(Cl)c3)cccn12
  -36, 19, 0.0, u, 10, 0.5, -8, -5
> CCOC(=O)C1CCN(S(=O)(=O)CCNC(=O)c2ccccc2)CC1
  -1, -3, 0.2, 26, -10, 2.4, 1, x
> CCCCn1c(N)c(N(CCC(C)C)C(=O)COC(=O)c2ccc(CC)cc2)c(=O)[nH]c1=O
  -44, 1, -0.1, -7, 2, 0.7, 3, -2
> COc1cccc(NC(=O)N[C@@H]2C=C[C@@H](CC(=O)NCc3ccncn3)O[C@@H]2CO)c1
  4, 2, 0.1, 90*, 1, -0.3, -12, -17
> O=C(O)CSCc1nc2cccnc2n1C1CCCCC1
  -6, -1, -0.1, -9, 5, -0.1, 1, 0
> COc1ccc(S(=O)(=O)N(C)C[C@H]2OCCCC[C@@H](C)Oc3ccc(NC(=O)C4CCCCC4)cc3C(=O)N([C@H](C)CO)C[C@H]2C)cc1
  -4, 7, -0.2, 1, -11, 0.0, -1, -2
> C=CCNC(=O)c1ccccc1NS(=O)(=O)c1ccc(OC)c(C(=O)N2CCOCC2)c1
  -3, 3, 0.1, 2, 6, x, 6, -2
> Cc1ccc(C2=NN(C(=O)CSc3nc(N)cc(N)n3)C(c3ccco3)C2)cc1 (configuration not stated)
  -9, 12, 0.1, -3, -3, 1.0, 6, 0
> C[C@H](CO)N1C[C@H](C)[C@@H](CN(C)C(=O)Nc2ccc(F)cc2)Oc2c(NC(=O)c3ccncc3)cccc2C1=O
  18, -8, 0.1, u, 9, 0.0, -5, 4
> CSc1nnc(-c2cc(-c3ccc(C)cc3)nc3ccccc23)o1
  x, x, 0.1, x, 5, -2.6, 11, x
> CCOc1ccc(S(=O)(=O)NCC2(N3CCCCC3)CCCCC2)cc1
  -11, -1, 0.0, -8, -13, 0.4, -9, -6
> O=C(CC1CC1)N1CC[C@H]2[C@H](CO)Nc3ccc(-c4cccc(F)c4)cc3[C@H]21
  -10, 1, 0.2, 5, -11, 0.0, -7, -5
> COc1cc(C(=O)OCC(=O)NC23CC4CC(CC(C4)C2)C3)cc(OC)c1OC
  -8, 5, 0.0, 4, 13, -4.2, -8, -5
> CC(CNCc1ccc2c(c1)OCO2)NCc1ccc2c(c1)OCO2 (configuration not stated)
  14, 2, 0.1, 2, -5, x, -5, 4
> COc1ccc(OC)c(CNc2ccc3c(c2)CCC3)c1
  -24, -6, 0.0, 6, -2, x, -4, 46*
> CCCCSc1nc(C)cc(SCC(=O)N/N=C/c2ccccc2)n1
  -7, -4, 0.2, -6, -1, 5.1, x, x
> CN(C#N)c1nccc(-c2cccs2)n1
  -2, 0, -0.1, 0, 7, x, -1, -6
> CC(C)(C)C(=O)/C=c1\s/c(=C\c2ccc(-c3ccc([N+](=O)[O-])cc3)o2)c(=O)n1CC(=O)NC(N)=O
  -110, -2, 110*, -4, -330, 5.6, 1, -12
> CNC(=O)NC(=O)C(C)OC(=O)c1cc2c(s1)CCCCC2 (configuration not stated)
  -16, 2, 0.3, -8, 0, u, x, x
> C[C@@H]1CN([C@H](C)CO)C(=O)c2cc(NC(=O)Nc3ccc(F)cc3)ccc2O[C@@H](C)CCCCO[C@H]1CN(C)Cc1ccncc1
  x, 0, -0.1, x, 6, 0.0, 10, 1
> CCC(=O)N1C[C@@H](O)COC[C@H]2O[C@@H](CC(=O)N3CCCCC3)CC[C@@H]21
  -5, -5, 0.2, -8, -8, 0.1, -10, 1
> COCC(=O)N1CCCCN2[C@H](C1)[C@@H](c1ccc(C#Cc3cccnc3)cc1)[C@@H]2CO
  -8, -10, 0.4, -12, x, 0.2, 7, x
> CCc1ccccc1NC(=O)C1=CC(c2cccs2)=NS(=O)(=O)N1C
  -9, 0, 0.2, 0, 3, -0.5, 8, -1
> c1ccc2c(c1)nc(NCC1CCCO1)c1nnnn12 (configuration not stated)
  -60, -38, 0.0, -10, -4, 0.0, 6, 25
> COc1ccc(SC[C@H](Cc2ccccc2)N2CC[C@@H](C)CCC2=O)cc1
  15, 10, -0.1, 6, -5, -0.1, -6, 9
> CCCCc1nnc(NC(=O)c2ccc3[nH]c(=O)c(=O)[nH]c3c2)s1
  -13, x, 0.1, 4, 6, x, 6, 2
> S=C(NCc1ccco1)N1CCN(c2nc(-c3ccccc3)cs2)CC1
  -53, 2, 0.2, -7, 1, -2.7, x, 0
> O=C(C[C@@H]1CC[C@@H]2[C@H](COC[C@H](O)CN2Cc2ccc(Cl)cc2)O1)NCCc1ccccc1
  -3, 1, -0.1, -4, -11, -0.1, 1, 9
> CN(C)C(=O)[C@H]1[C@H](CO)[C@H]2Cn3c(ccc(C4=CCCCC4)c3=O)[C@@H]1N2Cc1ccccc1F
  6, -3, 0.1, x, x, -1.7, -2, 3
> NC(=O)CSCc1nc2ccccc2s1
  -19, x, x, -2, x, x, -11, 10
> O=C(Cn1cnc2cc([N+](=O)[O-])ccc2c1=O)NC(=O)NCc1ccccc1
  -8, 7, 0.0, -2, 5, x, 2, x
> COc1ccc(-c2nnc(SCC(=O)NCc3ccco3)n2C)cc1
  x, x, x, x, 13, -2.3, -3, -5
> ClC(/C=N/n1cnnc1)=C/c1ccccc1
  0, 31, 0.1, -2, -7, 2.9, -5, x

# Structural class: those above containing two or more sulfur atoms
# Results follow in this order: RAD52 anneal inh, EWS-Fli inh, Xi reactivation, S100A4 inh HTS, FN deposit inh, E-selectin induc, RAD54 branch, esBAF inh
> CCCCSc1nc(C)cc(SCC(=O)N/N=C/c2ccccc2)n1
  -7, -4, 0.2, -6, -1, 5.1, x, x
> CCc1ccccc1NC(=O)C1=CC(c2cccs2)=NS(=O)(=O)N1C
  -9, 0, 0.2, 0, 3, -0.5, 8, -1
> S=C(NCc1ccco1)N1CCN(c2nc(-c3ccccc3)cs2)CC1
  -53, 2, 0.2, -7, 1, -2.7, x, 0
> NC(=O)CSCc1nc2ccccc2s1
  -19, x, x, -2, x, x, -11, 10

# Further entries:
# Results follow in this order: RAD52 anneal inh, EWS-Fli inh, Xi reactivation, S100A4 inh HTS, FN deposit inh, E-selectin induc, RAD54 branch, esBAF inh
> C[C@@H](NC(=O)C[C@H]1CC[C@H](NC(=O)C2CCOCC2)[C@H](CO)O1)c1ccccc1
  -15, -7, 0.0, -7, -8, -0.1, 12, 1
> O=C(CSc1ccc2ccccc2c1)N1CCN(c2ccc(O)cc2)CC1
  1, -7, -0.1, -2, 3, x, x, x
> C[C@@H]1CN([C@H](C)CO)S(=O)(=O)c2ccc(-c3ccncc3)cc2O[C@H]1CN(C)Cc1ccncc1
  x, 17, -0.4, x, 1, 0.4, x, 10
> O=C(NC1CCN(C(=S)Nc2ccc(Cl)cc2)CC1)c1ccco1
  -10, -2, 0.3, 0, 3, 0.1, 0, 2
> C[C@H](CO)N1C[C@H](C)[C@@H](CN(C)Cc2ccccc2)Oc2c(NC(=O)Nc3ccc(C(F)(F)F)cc3)cccc2C1=O
  27, -6, 0.0, 4, x, 0.4, 8, 1
> O=C(COC(=O)/C=C/c1ccco1)NCCc1ccccc1
  -21, -1, 0.0, 5, -4, -1.4, x, x
> CCCn1c(C)cc(C(=O)COc2ccc(-c3nnco3)cc2)c1C
  -27, -71, 0.1, 1, 3, -1.4, x, x
> CCOc1ccc(NC(=O)C2CCCN(S(=O)(=O)c3ccc4c(c3)C(C)(C)C(=O)N4C)C2)cc1 (configuration not stated)
  -9, 13, 0.0, -3, -2, 0.2, 4, 10
> CC(=O)Nc1c(O)nc(SCc2ccccc2C#N)[nH]c1=O
  -12, 4, 0.0, 7, 4, -1.0, x, x
> C[C@@H]1CN([C@H](C)CO)C(=O)c2cc(-c3cccnc3)cnc2O[C@H]1CN(C)C(=O)C1CCCCC1
  x, 1, 0.1, x, x, -0.2, x, -1
> CC(C)CC#Cc1ccc([C@H]2[C@@H](CO)N3CCCCN(S(=O)(=O)Cc4ccccc4)C[C@H]23)cc1
  -35, 21, 0.3, 13, x, -0.3, 1, x
> CCC(C)NC(=O)C1CCN(S(=O)(=O)c2cccc3nonc23)CC1 (configuration not stated)
  0, 13, 0.0, 3, 5, x, 0, 4
> Cc1ccc(S(=O)(=O)CCC(=O)Nc2cccc(Cl)c2)cc1
  -14, -5, 0.0, -5, 1, 0.0, 7, 3
> Cc1nc(NC(=O)C(C)(C)C)sc1C(=O)Cn1cc(CCCC#N)nn1
  -6, -2, 0.0, -4, -6, 0.2, x, x
> CC(=O)N1CCOc2ccc(S(=O)(=O)NCc3ccc(Cl)cc3)cc21
  -18, x, 0.1, 4, 10, x, 2, -3
> Cc1cc2cc(CNC(=O)c3ccc(S(=O)(=O)N(C)C)cc3)ccc2n1C
  -19, -1, -0.1, 27, -4, x, -3, 3
> Cc1ccsc1/C=N/NC(=O)C(=O)NCC(C)C
  -10, -25, 0.0, -1, 2, x, -14, 34
> C[C@@H]1CN([C@@H](C)CO)C(=O)Cc2cc(NS(=O)(=O)c3cccs3)ccc2O[C@H]1CN(C)C(=O)Nc1ccc(C(F)(F)F)cc1
  -1, 8, 0.0, -1, x, x, -8, -3
> Cc1cc(Cl)ccc1OCCCC(=O)N1CCCc2ccccc21
  -20, 5, x, 1, x, x, -1, -2
> CCC1(c2ccccc2)NC(=O)N(CC(=O)NC2(C#N)CCCCC2)C1=O (configuration not stated)
  -7, -1, -0.2, 0, -8, -0.3, x, x

# As entered above.
# Under RAD52 anneal inh, `C[C@@H]1CN([C@@H](C)CO)C(=O)Cc2cc(NS(=O)(=O)c3cccs3)ccc2O[C@H]1CN(C)C(=O)Nc1ccc(C(F)(F)F)cc1` is entered as -1
# Under S100A4 inh HTS, `CC(=O)N1CCOc2ccc(S(=O)(=O)NCc3ccc(Cl)cc3)cc21` is entered as 4
# Under S100A4 inh HTS, `O=C(NC1CCN(C(=S)Nc2ccc(Cl)cc2)CC1)c1ccco1` is entered as 0

# Bioassay records deposited in PubChem by Broad Institute.
